Compound activity: PubChem BioAssay, NCI
All columns: NCI-60 one-dose screen, growth in % after 48 h at 10 µM unless noted; 100 = growth as untreated, 0 = no growth, -100 = all killed.
NCI-H522 – NCI-H522 lung cancer | 8% of 78,000 active
NCI-H226 – NCI-H226 lung cancer | 3.5% of 79,000 active | AID 1794732
NCI-H23 – NCI-H23 lung cancer; 4% of 80,000 active
NCI-H460 – NCI-H460 lung cancer; 6.8% of 82,000 active; AID 1794736
OVCAR-3 – OVCAR-3 ovarian cancer. 7% of 79,000 active
OVCAR-8 – OVCAR-8 ovarian cancer; 4.4% of 81,000 active
NCI/ADR-RES – NCI/ADR-RES ovarian cells; AID 1794790; 4.4% of 81,000 active
OVCAR-5 – OVCAR-5 ovarian cancer | 2.9% of 82,000 active
NCI-H322M – NCI-H322M lung cancer; 2.7% of 80,000 active; AID 1794733
* hit, by the source's call; . = not tested or not shown; [ ] = dose if it differs, or a comment. The calls were made as follows: active = growth percent below 10; inactive = the rest.

SMILES | NCI-H522 | NCI-H226 | NCI-H23 | NCI-H460 | OVCAR-3 | OVCAR-8 | NCI/ADR-RES | OVCAR-5 | NCI-H322M
CC(C)CCC1(CCBr)C(=O)NC(=Nc2ccccc2)NC1=O (centres undefined) | 115 | 94 | 104 | 107 | 110 | 99 | 108 | 110 | 109
COc1ccc(C(=O)c2c(C(=O)O)ccc3ccccc23)cc1 | 87 | 84 | 97 | 100 | 106 | 100 | 101 | 106 | 102
Cc1ccc2c3c(ccc2c1)C(=O)c1c(ccc2c1N[C@H]1C[C@@H]2O[C@@H](C)[C@@H]1O)C3=O | 80 | . | 73 | 85 | 82 | 81 | 79 | 98 | 67
COc1cc(/C=N/n2c(COc3ccccc3)nc3ccccc3c2=O)ccc1O | 83 | 100 | 94 | 100 | 104 | 97 | 97 | 101 | 99
NS(=O)(=O)c1ccc(NC(=O)CSc2ccc(-c3ccccc3)nn2)c(Br)c1 | 42 | 20 | 59 | 82 | 25 | 38 | 82 | 90 | 64
C=C(C)COC(=O)c1cccc(C(=O)OCC2(C)CO2)c1 (centres undefined) | . | 99 | 115 | 106 | 114 | 103 | 116 | 99 | 115
Brc1cn2ccnc2c(-c2ccco2)n1 | 95 | 96 | 106 | 104 | 109 | 95 | 111 | 98 | 110
COc1c(/C=N/N=c2sc(C(=O)c3cc4ccccc4o3)nn2-c2ccc(C)cc2)c(O)cc2oc(C)cc(=O)c12 | 103 | 97 | 86 | 100 | 112 | 103 | 104 | 107 | 105
NC(=O)Cc1ccc(O)cc1 | 92 | 104 | 100 | 105 | 122 | 106 | 104 | 110 | 91
Cc1cccc(/C=C/c2c(C(=O)/C=C/c3ccccc3)c(C)nc3ccccc23)c1 | -59* | -16* | -58* | -72* | -51* | -14* | -8.0* | -38* | 9.3*
COc1ccccc1NC(=O)c1ccc(NC(=O)CCl)s1 | -77* | -35* | -66* | -16* | 2.0* | -61* | 2.3* | 2.9* | 94
C=C(C)[C@@H]1CC[C@]2(COCCCNCCCN)CC[C@]3(C)[C@H](CC[C@@H]4[C@@]5(C)CC[C@H](OCCCN)C(C)(C)[C@@H]5CC[C@]43C)[C@@H]12 | -70* | 45 | -73* | -83* | 48 | -66* | -80* | -49* | 42
CCCC(=O)c1ccc(C)s1 | 107 | 92 | 103 | 108 | 107 | 99 | 109 | 90 | 124
Fc1ccc(Cc2cnc(Nc3ccc(F)cc3)s2)cc1 | 75 | 88 | 93 | 96 | 99 | 94 | 87 | 90 | 95
CCOc1ccc2c(c1)CC[C@@H]1[C@@H]2CC[C@]2(C)[C@@H](O)[C@@H](O)C[C@@H]12 | 119 | 86 | 106 | 100 | 118 | 95 | 107 | 96 | 91
Cc1cc(=O)[nH]n1-c1cc(Cl)ccc1N | . | . | 107 | 113 | 124 | 103 | 91 | 111 | 112
Nc1c(C(=O)Nc2ccncc2)sc2nc3c(cc12)C(=O)CCC3 | 85 | 86 | 98 | 99 | 96 | 93 | 107 | 95 | 90
CC(Oc1c(Cl)cc(Cl)cc1Cl)C(=O)O (centres undefined) | 94 | 98 | 95 | 107 | 110 | 99 | . | 101 | 96
CCC(N)(C(=O)O)C1CCCC1 (centres undefined) | 103 | 101 | 109 | 100 | 116 | 97 | 102 | 106 | 102
Cc1c(Cl)cc(C(C)C)c(O)c1CN1CCOCC1 | . | 114 | 106 | 104 | 110 | 102 | 107 | 105 | 90
O=C(O)c1ccc(-n2cc(/C=N/Nc3ccccc3)c(-c3ccc(F)cc3F)n2)cc1 | 27 | 84 | 72 | 55 | 62 | 53 | 57 | 58 | 62
S=C(NCc1ccccc1)NCc1ccccc1 | 82 | 98 | 95 | 103 | 99 | 95 | 99 | 108 | .
c1ccc2c(NCCCN3CCOCC3)c3oc4ccccc4c3nc2c1 | -53* | -11* | . | 0.6* | -20* | -72* | 8.0* | 1.3* | -17*
O=C(O)CN1C(=O)S/C(=C\C(Cl)=C\c2ccc([N+](=O)[O-])cc2)C1=O | 89 | 106 | 104 | 102 | 110 | 107 | 110 | 109 | 104
Nc1nc2[nH]cc(CCc3ccc(C(=O)N[C@@H](CCC(=O)O)c4nn[nH]n4)cc3)c2c(=O)[nH]1 | 97 | 102 | 104 | 106 | 107 | 104 | 102 | 112 | 108

Structural class, the compounds so far containing a thiophene ring, fused or not
SMILES | NCI-H522 | NCI-H226 | NCI-H23 | NCI-H460 | OVCAR-3 | OVCAR-8 | NCI/ADR-RES | OVCAR-5 | NCI-H322M
COc1ccccc1NC(=O)c1ccc(NC(=O)CCl)s1 | -77* | -35* | -66* | -16* | 2.0* | -61* | 2.3* | 2.9* | 94
CCCC(=O)c1ccc(C)s1 | 107 | 92 | 103 | 108 | 107 | 99 | 109 | 90 | 124
Nc1c(C(=O)Nc2ccncc2)sc2nc3c(cc12)C(=O)CCC3 | 85 | 86 | 98 | 99 | 96 | 93 | 107 | 95 | 90

3 entries from above, set out differently.
> COc1ccc(C(=O)c2c(C(=O)O)ccc3ccccc23)cc1
  NCI-H522 = 87	NCI-H226 = 84	NCI-H23 = 97	NCI-H460 = 100	OVCAR-3 = 106	OVCAR-8 = 100	NCI/ADR-RES = 101	OVCAR-5 = 106	NCI-H322M = 102

> Cc1ccc2c3c(ccc2c1)C(=O)c1c(ccc2c1N[C@H]1C[C@@H]2O[C@@H](C)[C@@H]1O)C3=O
  NCI-H522 = 80	NCI-H226 = .	NCI-H23 = 73	NCI-H460 = 85	OVCAR-3 = 82	OVCAR-8 = 81	NCI/ADR-RES = 79	OVCAR-5 = 98	NCI-H322M = 67

> COc1cc(/C=N/n2c(COc3ccccc3)nc3ccccc3c2=O)ccc1O
  NCI-H522 = 83	NCI-H226 = 100	NCI-H23 = 94	NCI-H460 = 100	OVCAR-3 = 104	OVCAR-8 = 97	NCI/ADR-RES = 97	OVCAR-5 = 101	NCI-H322M = 99

Additional results
SMILES | NCI-H522 | NCI-H226 | NCI-H23 | NCI-H460 | OVCAR-3 | OVCAR-8 | NCI/ADR-RES | OVCAR-5 | NCI-H322M
COc1ccc(-c2ccc(NNC(=O)Nc3ccc(Cl)cc3)nn2)cc1OC | 91 | 100 | 101 | 99 | 104 | 98 | 104 | 91 | 88
CC(C)(C)NC(=O)C1CSC2(C(=O)N(Cc3ccccc3)c3ccccc32)N1C(=O)C1CCCCC1 (centres undefined) | 71 | 74 | 90 | 86 | 97 | 93 | 85 | 100 | 96
C=CCN(CC=C)CCN(CC=C)CC=C | 99 | 100 | 106 | 104 | 110 | 114 | 111 | 101 | 113
COc1ccc(C2=NN(C(N)=S)C(c3ccc(Cl)cc3)C2)cc1S(=O)(=O)Nc1cccnc1 (centres undefined) | 100 | 103 | 104 | 103 | . | 100 | 102 | 124 | 114
CC1=C(C(=O)Nc2ccccc2)C(c2cccc3ccccc23)n2c(nc3ccccc32)N1 (centres undefined) | 64 | -40* | 77 | 28 | 39 | -0.8* | 32 | 76 | 44
Cc1cc([N+](=O)[O-])c(=O)[nH]c1C | 105 | 107 | 111 | 107 | 116 | 104 | 106 | 97 | 110
CS(=O)(=O)c1ccc(-c2nn(-c3ccccc3)cc2C=O)cc1 | 85 | 102 | 97 | 105 | 101 | 98 | 84 | 100 | 97
C/C(=N/NC(N)=O)C1CC2CCC1CC2 (centres undefined) | 88 | 103 | 87 | 132 | 110 | 99 | 88 | 85 | 111
C=CCC(C#N)(C(=O)OCC)/C(C)=C/CC (centres undefined) | . | 103 | 114 | 105 | 117 | 114 | 117 | 107 | 113
CCC(C)N1C(=O)c2ccccc2C1=O (centres undefined) | . | 112 | 108 | 113 | 108 | 102 | 107 | 104 | 119
Cc1cc(Cl)cc2c1OCN(Cc1ccccc1)C2 | 107 | 95 | 90 | 101 | 113 | 101 | 98 | 89 | 108
CC(C)(c1ccccc1)c1ccc(N)cc1 | 89 | 99 | 94 | 111 | 111 | 97 | 91 | 89 | 93
CCOC(=O)N1CCC2(CC1)C[C@](C)(C(C)=O)C(C)O2 (some centres undefined) | 82 | 103 | 106 | 96 | 111 | 105 | 104 | 97 | 112
O=C1CC=C(Nc2ccc(C(=O)Nc3cccc(Cl)c3Cl)cc2)N=N1 | 70 | 94 | 88 | 83 | 88 | 72 | 94 | 67 | 88
CCOc1nc(-c2ccccc2)cc2c(O)c(C(=O)N/N=C/c3ccc(F)cc3)[nH]c(=O)c12 | 103 | 92 | 87 | 106 | 88 | 98 | 54 | 92 | 110
O=C(CSc1nnc(-c2cc(-c3ccc(Cl)cc3)nc3ccccc23)n1-c1ccccc1)c1ccccc1 | . | 103 | 87 | 82 | 103 | 94 | 93 | 102 | 94
O=C1Nc2ccccc2/C1=C/c1cn(Cc2cccc3ccccc23)c2ccccc12 | 90 | 93 | 84 | 61 | 83 | 76 | 77 | 106 | 92
COc1ccc(/C=N/N(C)C(=O)Nc2cccc(Cl)c2)cc1OC | 82 | . | 101 | 106 | 106 | 91 | 93 | 74 | 92
Cc1c(C)c2c(c(C)c1OCC(=O)O)CC[C@@](C)(CCC[C@@H](C)CCC[C@@H](C)CCCC(C)C)O2 | -4.3*[50 µM] | 2.8*[50 µM] | -31*[50 µM] | 3.3*[50 µM] | -67*[50 µM] | -10.0*[50 µM] | -28*[50 µM] | 26[50 µM] | 43[50 µM]
COC(=O)c1nc(C(C)(C)C)oc1N | 91 | 105 | 110 | 107 | 111 | 100 | 114 | 92 | 97
Clc1cn2cc(-c3cccs3)nc2s1 | 91 | 93 | 87 | 115 | 109 | 95 | 106 | 96 | 103
O=C1O[C@H]2[C@@H](I)[C@H]3C[C@H]2[C@H]1[C@H]3c1ccccc1 | 100 | 102 | 106 | 102 | 110 | 105 | 106 | 109 | 100
CCCCCCCCCCCCCC1=NCC[N+]1(CCO)Cc1ccccc1 (centres undefined) | -83* | -30* | -67* | -81* | -87* | -83* | -60* | -15* | -6.8*
CCCc1cc2c(cc1CN(Cc1cc3c(cc1CCC)OCO3)C(=N)OCC)OCO2 | 54 | 86 | 80 | 76 | 69 | 82 | 91 | 99 | 92
COc1ccc(CN2CCC(N3CCCC3=O)c3cc(OC)ccc32)cc1 (centres undefined) | 89 | 101 | 107 | 117 | 127 | 114 | 93 | 102 | 99

Given with two lines to a compound: part of the list above
Order of results – NCI-H522, NCI-H226, NCI-H23, NCI-H460, OVCAR-3, OVCAR-8, NCI/ADR-RES, OVCAR-5, NCI-H322M
> COC(=O)c1nc(C(C)(C)C)oc1N
 : 91, 105, 110, 107, 111, 100, 114, 92, 97
> Clc1cn2cc(-c3cccs3)nc2s1
 : 91, 93, 87, 115, 109, 95, 106, 96, 103
> O=C1O[C@H]2[C@@H](I)[C@H]3C[C@H]2[C@H]1[C@H]3c1ccccc1
 : 100, 102, 106, 102, 110, 105, 106, 109, 100

Next results
SMILES | NCI-H522 | NCI-H226 | NCI-H23 | NCI-H460 | OVCAR-3 | OVCAR-8 | NCI/ADR-RES | OVCAR-5 | NCI-H322M
O=C=NS(=O)(=O)O[C@@H]1C(=O)N(c2cc3c4ccccc4ccc3c3ccccc23)[C@H]1c1ccc(F)cn1 | 83 | 107 | 92 | 102 | 96 | . | 93 | 127 | 101
C/C(CC(C)C)=N/NC(N)=S | 95 | 86 | 89 | 102 | 48 | 69 | 47 | 114 | 97
CC1(c2ccccc2Cl)NC(=O)NC1=O (centres undefined) | 85 | 99 | 95 | 106 | 106 | 102 | 97 | 106 | 99
O=C1NC2(CCCCC2)C(=O)N1CO | 92 | 100 | 102 | 114 | 119 | 98 | 105 | 94 | 110
CCCCCC/C(C=O)=C\c1ccccc1 | 85 | 95 | 113 | 108 | 101 | 106 | 112 | 110 | 101
ON=C(CCc1ccccc1)CCc1ccccc1 | . | 95 | 110 | 110 | 106 | 99 | 107 | 96 | 94
CC1(C)C2CCC1(C)C1(C2)OC(CCl)CS1 (centres undefined) | 118 | 97 | 102 | 107 | 120 | 105 | 105 | 96 | 122
CCOC(=O)C1=C(C(=O)c2ccc(C)cc2)C(c2cccc(O)c2)NC(=S)N1 (centres undefined) | 103 | 94 | 111 | 107 | 111 | 111 | 112 | 108 | 100
O=C(Nc1ccc(-n2cc(-c3ccncc3)c(-c3ccc(O)c(Cl)c3)n2)cc1)c1cc(C(F)(F)F)cc(C(F)(F)F)c1 | 63 | 94 | 82 | 45 | 50 | 69 | 67 | 71 | 75
O=C(O)CC(NC(=O)OCc1ccccc1)C(=O)O (centres undefined) | 99 | 104 | 103 | 108 | 112 | 107 | 102 | 111 | 104
CCOc1ccc(NC(=O)SCC)cc1 | 86 | 101 | 102 | 111 | 110 | 107 | 99 | 84 | .
O=C(COc1cccc(/C=C2\Cc3ccc(Cl)cc3C2=O)c1)Nc1nc2ccccc2s1 | 129 | 101 | 99 | 101 | 113 | . | 96 | 101 | 128
Clc1cc(Cl)c2c(c1)C=C1CCCCC3=Cc4cc(Cl)cc(Cl)c4OC13O2 | 96 | 110 | 94 | 106 | 105 | 101 | 102 | 102 | 110
CCCCn1c(=O)c(/C=C/C(=O)/C=C/c2ccc3c(c2)OCO3)cc2cc(OC)ccc21 | 90 | 97 | 70 | 70 | 36 | 37 | 93 | 127 | 102
O=C(NC1CCCCC1)NC1CCCCC1 | 109 | 90 | 93 | 110 | 99 | 95 | 100 | 92 | 107
CCCCNCC(O)(c1ccc(Cl)cc1)c1ccc(Cl)cc1 | 96 | . | 82 | 95 | 56 | 97 | 107 | 112 | 103
CN1C(=O)N(C)C2Nn3c(s/c(=C\c4cccc([N+](=O)[O-])c4)c3=O)=NC21 (centres undefined) | 83 | 32 | 90 | 103 | 103 | 99 | 94 | 103 | 94
CCCCCCCC/C=C\CCCCCCCCOc1cccc(CCOP(=O)(O)OCC[N+](C)(C)C)c1 | 79 | 100 | 95 | 35 | 83 | 86 | 93 | 95 | 104
C/C([O-])=c1\c(C)nn2ccc[n+]12 | 98 | 106 | 99 | 103 | 104 | 109 | 115 | 99 | 93
N=C1/C(=C2\Nc3ccccc3S2)CC(=O)N1c1ccc(C(N)=O)cc1 | 87 | 99 | 104 | 112 | 102 | 104 | 93 | 81 | 70
O=C(Nc1ccc2ccccc2c1)c1cccc(F)c1 | 96 | 105 | 101 | 102 | 124 | 108 | 104 | 101 | 110
